MCL1 BIM primary = MCL1-BIM-BH3 interaction inhibition (human); Q07820; GST-MCL1 / FITC-Bim-BH3 fluorescence polarization; inhibition, % at 10.9 µM; 320,000 tested, 0.68% active; AID 2057;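 active means inhibition above the mean inhibition of all tested compounds plus 3 SD, set per campaign, cut at about 40% in these data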;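 further: 0% = DMSO wells and 100% = unlabeled Bim-BH3 peptide control; higher means more loss of mP so more displacement of Bim peptide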
GLD-1 RNA inh = GLD-1-TGE RNA interaction inhibition (C. elegans); purified GLD-1 + fluorescein TGE RNA, fluorescence polarization; inhibition, % at 5.96 µM; 320,000 tested, 0.44% active;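 active means percent inhibition above a per-plate cutoff, the plate mean of test compounds plus 3 SD, cut at about 30% in these data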;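 further: 0% = DMSO wells with GLD-1 and probe and 100% = wells lacking GLD-1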
MEX-5 binding = C. elegans MEX-5 TCR-2 RNA binding activity. Q9XUB2. MEX-5/FITC-TCR2 RNA binding, fluorescence polarization; stronger effect = lower value. activity score (negative = inhibition of binding), % at 10 µM. 300,000 tested, 0.38% active;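 active means inhibition past about -25% in most replicates, and total fluorescence under double the plate's negative control median, limit read from the data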;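 further: 0% = DMSO and -100% = 5 µM competing unlabeled TCR2 RNA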
VLA-4 inh = inhibition in a human VLA-4 binding assay; VLA-4 expressing cells, ligand binding flow cytometry; inhibition, % (about 7 µM as worked out from the volumes in the protocol); 330,000 tested, 0.2% active; in the data active means inhibition above about 50%
Target sequence (P13612 whole entry, looked up): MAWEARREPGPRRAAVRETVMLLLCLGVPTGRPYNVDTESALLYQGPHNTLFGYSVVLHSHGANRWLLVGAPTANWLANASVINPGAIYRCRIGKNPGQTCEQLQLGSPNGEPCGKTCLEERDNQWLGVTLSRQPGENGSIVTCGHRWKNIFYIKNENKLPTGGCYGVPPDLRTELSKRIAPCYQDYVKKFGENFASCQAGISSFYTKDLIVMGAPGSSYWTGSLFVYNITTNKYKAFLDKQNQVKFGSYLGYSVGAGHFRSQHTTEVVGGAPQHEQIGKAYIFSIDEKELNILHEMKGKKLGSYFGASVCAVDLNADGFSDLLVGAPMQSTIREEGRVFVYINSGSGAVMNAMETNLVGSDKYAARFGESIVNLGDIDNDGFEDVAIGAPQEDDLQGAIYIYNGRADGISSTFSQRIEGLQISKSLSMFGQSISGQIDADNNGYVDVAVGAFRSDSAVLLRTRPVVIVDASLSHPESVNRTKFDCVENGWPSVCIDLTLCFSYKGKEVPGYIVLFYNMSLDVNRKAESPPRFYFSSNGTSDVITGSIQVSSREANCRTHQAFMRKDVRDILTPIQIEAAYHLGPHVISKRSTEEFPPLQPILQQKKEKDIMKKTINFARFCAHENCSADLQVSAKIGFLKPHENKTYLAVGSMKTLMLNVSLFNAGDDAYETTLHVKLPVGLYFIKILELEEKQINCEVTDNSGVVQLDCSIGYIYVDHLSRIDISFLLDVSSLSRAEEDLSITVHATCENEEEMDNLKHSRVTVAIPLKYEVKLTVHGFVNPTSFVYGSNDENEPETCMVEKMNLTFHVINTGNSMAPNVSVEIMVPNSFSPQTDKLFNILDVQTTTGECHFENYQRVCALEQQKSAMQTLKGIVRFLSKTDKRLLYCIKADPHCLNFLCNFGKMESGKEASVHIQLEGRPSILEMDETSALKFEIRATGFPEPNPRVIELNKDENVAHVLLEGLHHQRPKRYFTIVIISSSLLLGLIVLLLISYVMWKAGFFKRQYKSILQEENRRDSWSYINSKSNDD
Yeast superoxide = yeast age-related superoxide inhibition as caloric restriction mimetic; S. cerevisiae aged cells, superoxide DHE fluorescence; stronger effect = lower value; 330,000 tested, 0.18% active; superoxide response (% of plate mean), % at 10 µM;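 active means superoxide response under a set limit, about three screen SD below normal, cut at about 65% in these data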;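 further: yeast aged for seven days with compound at 30 °C before DHE staining; 100% = average MFI of all compound-treated wells on the plate with controls excluded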
AGP1-GFP MLPCN = modulators of TOR pathway AGP1-GFP in S. cerevisiae; GFP response vs DMSO, % at 10 µM; S. cerevisiae AGP1-GFP multiplex flow cytometry, 3 h; GFP as percent of DMSO wells; AID 2066; 320,000 tested, 0.02% active;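 active means GFP response relative to DMSO above a set limit, near screen average plus 3 SD, cut at about 150% in these data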;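 further: median GFP channel fluorescence of the gated AGP1 strain per well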
CIT2-GFP yeast = alters CIT2-GFP fluorescence in TOR pathway yeast screen. S. cerevisiae CIT2-GFP strain, flow cytometry, 3 h; 100 means same as DMSO wells. GFP response vs DMSO, % at 10 µM. 320,000 tested, 0.065% active;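 active means GFP response relative to DMSO above a set limit, near the screen mean plus 3 SD, cut at about 150% in these data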;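 further: ratio of well median GFP fluorescence to mean of DMSO wells on the plate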
GRK2 inh = inhibitors of human GRK2 displacing RNA aptamer. 330,000 tested, 0.59% active. AID 488847. inhibition of aptamer binding, % at 10 µM. bead flow cytometry, FAM-aptamer displacement from GRK2. P25098;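 active means inhibition of aptamer binding above 40%, roughly 3 SD of noise, on plates passing a quality check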;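 further: median bead fluorescence of bound FAM aptamer so fluorescent compounds give negative values; no value below 0 was filed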
BCLXL inh = blocks human Bcl-xL binding to Bim BH3 peptide. 320,000 tested, 0.7% active. GST-Bcl-xL / FITC-Bim BH3 peptide fluorescence polarization. inhibition, % at 10.9 µM. Q07817;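 active means inhibition above the mean of all tested compounds plus 3 SD, cutoff set per campaign, cut at about 30% in these data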;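 further: 0% = DMSO wells and 100% = unlabeled Bim-BH3 peptide competitor; inhibitors lower millipolarization by displacing the labeled peptide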
* hit, by the source's call; / = no result given.

SMILES	MCL1 BIM primary	GLD-1 RNA inh	MEX-5 binding	VLA-4 inh	Yeast superoxide	AGP1-GFP MLPCN	CIT2-GFP yeast	GRK2 inh	BCLXL inh
CCCn1nnnc1NCc1ccccc1OCc1ccc(F)cc1	-1	5	4.2	8	104	103	97	0	7
CC1=C(C(=O)Nc2ccccc2)C(c2ccccc2[N+](=O)[O-])NC(=O)N1 (centres undefined)	32	17	-2.4	1	117	93	91	5	36*
O=C(Nc1ccccc1)C1CCCN1C(=O)Nc1ccccc1[N+](=O)[O-] (centres undefined)	0	-5	1.6	3	122	99	100	2	0
O=C(O)c1cc(NC(=O)c2ccccc2[N+](=O)[O-])ccc1O	2	3	-0.8	-7	110	95	97	2	3
CC1CCC(NC(=O)CN2C(=O)NC3(CCCCCC3)C2=O)CC1 (centres undefined)	6	-2	/	-4	93	96	100	2	2
CCC[C@@H]1CCCC/C=C\CCCC(=O)OCCN1C(=O)OC(C)(C)C	-1	-1	/	5	125	101	100	0	2
COc1ccc(C(=O)NCc2ccc(C)cc2)cc1S(=O)(=O)N1CCCC1	-5	6	/	9	88	96	98	2	-3
CN1CCCC(C#CC(O)(c2ccccc2)c2ccccc2)C1 (centres undefined)	-1	3	-1.0	0	110	102	95	0	6
CC(C)NS(=O)(=O)c1ccc(OCC(=O)Nc2ccc(F)cc2F)cc1	-5	-8	0.7	8	101	95	99	0	-1
COc1cccc(C(=O)NCCC2=CCCCC2)c1OC	3	0	-3.8	4	101	103	85	0	9
CCN(CC)C(=O)CC(c1cc(OC)c(OC)c(OC)c1)c1c(OC)cc(OC)c2ccc(=O)oc12 (centres undefined)	0	8	-3.8	-4	98	104	102	0	4
Cn1c(=O)oc2cc(S(=O)(=O)Nc3ccccc3F)ccc21	3	1	-1.5	-9	104	94	108	0	7
NC(=S)N/N=C/c1ccc(-c2ccc(SC(F)F)cc2)o1	-12	1	-1.0	8	103	103	105	0	-11
O=C(c1ccc(S(=O)(=O)Nc2ccccc2)cc1)N1CCOCC1	-3	0	-0.9	9	94	98	95	0	-4
Cc1cc(=O)[nH]c(SCC(=O)Nc2nc3ccccc3s2)n1	5	1	2.8	5	96	106	111	1	-6
O=C1CSC(c2ccccn2)N1c1ccc(C(F)(F)F)cc1 (centres undefined)	-8	4	1.3	-5	103	106	101	/	2
Cc1cccc2cc(CN(CCCN(C)C)C(=S)NCCc3ccccc3)c(=O)[nH]c12	9	-5	-0.9	15	107	100	101	0	7
Cc1cccc(-n2nc3c(c2NC(=O)CCCl)CSC3)c1	5	5	3.5	-6	97	91	101	0	0
Cc1cc(NS(=O)(=O)c2ccc(NC(=O)CSc3nnc(-c4ccco4)n3N)cc2)nc(C)n1	7	0	-0.5	0	84	99	98	1	2
COC(=O)c1sc(NC(=O)c2cc(-c3ccccc3)nc3ccccc23)c(C#N)c1C	11	4	-0.8	1	103	101	98	0	3
COc1ccc(NC(=O)NNS(=O)(=O)c2ccc(OC)c(OC)c2)c(OC)c1	5	5	1.4	15	103	114	114	0	3
CCOC(=O)C1(Cc2cccc(Cl)c2)CCCN(C(=O)c2cc(C)n(C)n2)C1 (centres undefined)	-5	1	-2.0	-1	122	97	104	3	1
Cn1nc(C(=O)OCC(=O)Nc2ccccc2OC(F)F)c2ccccc2c1=O	/	4	/	-5	100	111	103	0	/
O=C(COC(=O)c1ccc([N+](=O)[O-])o1)Nc1nc2ccccc2s1	-6	1	-0.2	4	122	101	97	1	-6
Cc1cc(/C=N/NC(=O)C(=O)NCc2ccccn2)c(C)n1-c1ccccc1	10	4	6.0	17	97	104	105	0	1

Quoted at random: two compounds from above, in no set order.
SMILES	MCL1 BIM primary	GLD-1 RNA inh	MEX-5 binding	VLA-4 inh	Yeast superoxide	AGP1-GFP MLPCN	CIT2-GFP yeast	GRK2 inh	BCLXL inh
Cc1cc(NS(=O)(=O)c2ccc(NC(=O)CSc3nnc(-c4ccco4)n3N)cc2)nc(C)n1	7	0	-0.5	0	84	99	98	1	2
CCN(CC)C(=O)CC(c1cc(OC)c(OC)c(OC)c1)c1c(OC)cc(OC)c2ccc(=O)oc12 (centres undefined)	0	8	-3.8	-4	98	104	102	0	4

(further entries)
SMILES	MCL1 BIM primary	GLD-1 RNA inh	MEX-5 binding	VLA-4 inh	Yeast superoxide	AGP1-GFP MLPCN	CIT2-GFP yeast	GRK2 inh	BCLXL inh
Cc1c(C(c2ccc(N(C)C)cc2)c2c(C)n(C)n(-c3ccccc3)c2=O)c(=O)n(-c2ccccc2)n1C	3	-6	-0.5	13	110	93	115	4	0
COc1ccc(CCN2Cc3c(N)cccc3C2=O)cc1OC	8	-6	2.6	5	100	100	104	0	3
O=C(Nc1ccc2c(c1)CCCN2C(=O)c1cccs1)c1cccc(F)c1	1	0	1.0	13	121	95	81	0	3
CCCCN(C)Cc1c(O)ccc2c(=O)c(-c3ccccc3OC)coc12	3	6	-0.5	4	96	102	102	0	3
CCCc1cc(=O)[nH]c(SCC(=O)Nc2sc3c(c2C(N)=O)CCCC3)n1	/	5	/	3	105	110	110	0	/
S=c1[nH]nc(-c2ccccn2)n1/N=C/c1cccs1	-21	3	7.4	1	134	97	95	0	-17
Cc1ccc(CNC(=O)c2ccc(N3CCC4(CC3)CC(c3ccccc3)=NO4)c(N)c2)cc1	5	5	1.6	37	102	77	64	5	1
COc1ccc(S(=O)(=O)N(C)C[C@H]2Oc3c(NC(=O)Nc4c(C)noc4C)cccc3C(=O)N([C@H](C)CO)C[C@@H]2C)cc1	/	0	/	-18	88	95	98	0	/
COc1cc(OC)cc(C(=O)N[C@H](C(=O)OCC(=O)Nc2ccc3c(c2)OCO3)C(C)C)c1	/	0	/	10	86	97	99	0	/
CC(NC(=O)CSc1nc2ccccc2n1CCC#N)c1ccc(F)cc1 (centres undefined)	1	-4	-4.6	17	99	97	99	1	-10
Cc1cc(-n2c(SCC(=O)Nc3ccc(Br)cc3)nc3n[nH]c(C)c3c2=N)ccc1Cl	4	8	2.7	2	102	106	97	0	5
CN1c2ccccc2C(=O)NC1c1ccc(Cl)cc1 (centres undefined)	2	1	1.2	2	100	123	104	0	3
COc1ccc(S(=O)(=O)N2CCCc3ccccc32)cc1OC	1	-7	4.8	-7	111	101	102	0	4
Cc1ccc2nc(SCC(=O)Nc3ccc4c(c3)OCCO4)[nH]c2c1	1	3	-0.3	3	99	99	89	1	2
Cc1ccc(S(=O)(=O)N(C)C(C)CCc2ccco2)cc1 (centres undefined)	2	-3	/	19	84	98	85	0	-1
COc1cc(/C=N/NC(=O)CNC(=O)/C=C/c2ccco2)cc(OC)c1OC	-1	-3	-1.7	18	114	101	99	4	3
Cc1n[nH]c(=O)c2c(NC(=O)CSc3nn(-c4ccc(F)cc4)c(=S)s3)oc(C)c12	10	-2	-1.2	0	104	109	91	2	10
COc1ccccc1CCC(=O)Nc1nc2ccccc2[nH]1	-1	7	-4.6	-7	98	100	85	0	0
Cn1c(COc2ccccc2)nnc1SCCC(=O)Nc1ccccc1	1	-2	-3.2	-10	98	107	106	0	6
Cc1ccc(NC(=S)Nn2cnnc2)c(C)c1	/	/	-3.8	0	112	92	88	0	/
Cc1ccc(NS(=O)(=O)c2ccc(/C=C/C(=O)O)cc2)cc1Cl	-1	2	-0.1	-1	118	88	92	2	6
CNC(=O)c1ccc(NC(=O)c2cc(S(=O)(=O)N(C)C)ccc2N2CCCC2)cc1	-4	0	/	-21	106	104	96	2	-1
O=C(Cn1nnc2c(sc3nc4c(c(-c5ccccc5)c32)CCC4)c1=O)c1ccccc1	1	6	0.5	12	97	97	91	1	3
CCOC(=O)N1CCN(S(=O)(=O)c2ccc3c(c2)C(C)C(=O)N3)CC1 (centres undefined)	9	1	/	0	88	107	104	9	4
CC1Cc2ccccc2N1C(=O)CSc1nnnn1Cc1ccccc1 (centres undefined)	2	-2	-0.4	4	93	95	85	5	-1
Continued:
SMILES	MCL1 BIM primary	GLD-1 RNA inh	MEX-5 binding	VLA-4 inh	Yeast superoxide	AGP1-GFP MLPCN	CIT2-GFP yeast	GRK2 inh	BCLXL inh
CCOC(=O)C1CCN(Cc2c(C(=O)N3CCOCC3)nc3c(C)cccn23)CC1	8	6	1.5	4	102	101	100	0	5
Cc1csc(NC(=O)CCc2nc3ccccc3s2)n1	11	5	1.2	-3	91	97	85	0	9
COc1ccc2oc(=N)c(C(=O)Nc3ccccc3)cc2c1	4	1	/	-6	98	89	88	0	1
COc1ccc(OC)c(N2C(=O)C(Cl)=C(N3CCCCC3)C2=O)c1	0	10	0.9	-2	88	94	93	2	3
Cc1cnc(C(=O)N2CCCC(N3CCN(c4ccccc4C)CC3)C2)cn1 (centres undefined)	-4	4	-0.5	3	105	100	93	0	0
Cn1c(C(=O)N2CCCCCC2)cc2c(=O)n(C)c3ccccc3c21	-4	-4	-2.2	-16	92	113	105	1	2
O=C(O)/C=C/C(=O)Nc1ccc(OC(F)(F)F)cc1	7	-4	2.3	12	96	102	91	9	2
Oc1ccc(/C=N/Nc2nc(N3CCCCCC3)nc(N3CCCCCC3)n2)c(O)c1	7	8	-0.2	13	90	96	98	1	5
OC(COc1cccc2ccccc12)CN1CCN(c2cccc(Cl)c2)CC1 (centres undefined)	5	9	0.0	18	103	99	97	3	3
COc1cccc2cc(-c3nnc(SCC(=O)Nc4cc(C(F)(F)F)ccc4Cl)n3N)oc12	-11	1	-0.3	8	89	88	85	1	-3
CCc1cccc(C)c1NC(=O)Nc1c(Br)cnn1C	5	7	-0.3	6	96	118	125	2	5
CCOc1ccc(CCNC(=O)CS(=O)Cc2nc(-c3ccc(OC)c(OC)c3)oc2C)cc1OCC (centres undefined)	5	1	0.1	-13	97	103	107	2	4
CC(/C=C1\SC(=S)N(NS(=O)(=O)c2ccc(C)cc2)C1=O)=C\c1ccccc1	2	4	2.1	27	115	103	106	2	7
CC(=O)N1CCN(C(=O)c2ccc(Cl)c(S(=O)(=O)N3CC(C)OC(C)C3)c2)CC1 (centres undefined)	/	0	/	12	88	100	109	3	/
Cc1ccc(S(=O)(=O)N2CCN(C3CC(=O)N(Cc4ccccc4)C3=O)CC2)cc1C (centres undefined)	6	10	1.7	2	95	72	67	2	2
CC(NS(=O)(=O)c1ccc(Br)cc1)C(N)=O (centres undefined)	9	3	-2.7	6	114	90	91	2	3
O=c1[nH]c(CSc2ncccn2)nc2c1cnn2-c1ccccc1	6	-6	-26*	-7	106	94	97	7	4
COc1ccc(NC(=O)CN(C)C(=O)/C=C/c2cn(Cc3ccccc3)nc2-c2cccnc2)cc1	-12	-2	1.8	29	105	101	91	0	-7
Cc1cc(C)nc(SCC(=O)Nc2nc(-c3ccccc3)c(-c3ccccc3)o2)n1	9	6	1.6	13	100	105	103	1	11
C[C@@H](CSc1ccc(Br)cc1)CN1CC[C@H](O)CCC1=O	6	2	/	-6	100	94	96	2	2
CC1CCN(C(=O)CN(c2ccccc2)S(=O)(=O)N(C)C)CC1	1	7	-1.4	4	103	100	88	0	4
CC(=O)c1cccc(NC(=O)NCc2cccnc2)c1	5	3	-0.5	-1	99	97	97	0	1
CCCC(=O)NCCc1ccc(F)cc1	1	-3	-1.4	16	103	106	104	0	-2
CC(=O)c1cccc(CN2CCCC(C(=O)c3ccc4c(c3)OCO4)C2)c1 (centres undefined)	12	0	1.3	-1	112	106	109	1	5
COC(=O)/C=C/C(=O)Nc1ccc(O)c(Cl)c1	7	-2	-1.3	7	130	92	94	0	8
Cn1c(SC(C(=O)Nc2ccc(F)cc2)c2ccccc2)nc2ccccc21 (centres undefined)	4	5	-2.2	3	94	105	99	1	2
